PAFAH1B3 inh: blocks human PAF acetylhydrolase 1B catalytic subunit 3. inhibition, % at 3.39 µM. recombinant PAFAH1B3, FP-rhodamine probe, fluorescence polarization. Q15102. hit rate 0.28% among 340,000;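 active = inhibition above the screen-wide average of all tested compounds plus 3 SD, cut at about 25% in these data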;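 also: 0% = enzyme with DMSO only and 100% = wells lacking PAFAH1B3 protein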
Target sequence (Q15102 whole entry, looked up): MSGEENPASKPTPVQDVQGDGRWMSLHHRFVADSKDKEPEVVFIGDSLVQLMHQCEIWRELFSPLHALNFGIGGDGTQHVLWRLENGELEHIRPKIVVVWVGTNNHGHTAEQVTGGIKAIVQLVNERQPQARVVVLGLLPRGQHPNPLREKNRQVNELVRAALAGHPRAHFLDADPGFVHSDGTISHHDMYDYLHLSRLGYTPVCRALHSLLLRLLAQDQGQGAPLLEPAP
PREPL inh: inhibits the human prolyl oligopeptidase-like enzyme | Q4J6C6 | recombinant PREPL, fluorescence polarization activity-based probe | inhibition, % at 5.96 µM | hit rate 0.68% among 320,000; in the data active = inhibition above about 43%;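 also: 0% = enzyme with DMSO and 100% = wells lacking enzyme; many of its hits are not listed in these tables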
PME-1 inh: PME-1 (human) inhibition. recombinant PME-1, FP-Rh probe fluorescence polarization. inhibition, % at 5.9 µM. hit rate 0.53% among 320,000. AID 2130;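 active = inhibition above the campaign mean of all compounds plus 3 SD, cut at about 26% in these data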;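 also: competitive labeling of PME-1 active site by serine hydrolase directed probe; 0% = PME-1 with DMSO and 100% = wells lacking PME-1 enzyme; inhibitors block probe labeling so polarization falls and inhibition rises; many of its hits are not listed in these tables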
Target sequence (Q9Y570 whole entry, looked up): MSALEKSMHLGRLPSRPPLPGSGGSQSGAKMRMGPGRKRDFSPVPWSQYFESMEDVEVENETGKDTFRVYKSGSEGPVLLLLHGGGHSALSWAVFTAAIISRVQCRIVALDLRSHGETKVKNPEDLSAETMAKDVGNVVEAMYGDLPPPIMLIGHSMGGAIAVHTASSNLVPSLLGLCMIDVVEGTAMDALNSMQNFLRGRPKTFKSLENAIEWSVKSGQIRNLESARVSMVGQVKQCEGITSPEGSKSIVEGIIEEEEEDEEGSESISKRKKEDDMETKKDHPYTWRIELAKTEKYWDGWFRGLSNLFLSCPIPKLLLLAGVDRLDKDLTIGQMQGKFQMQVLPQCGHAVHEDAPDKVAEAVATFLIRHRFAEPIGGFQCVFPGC
GSTO1 counter: GSTO1 inhibition, counter-screen for RBBP9 inhibitors | P78417 | recombinant GSTO1, activity-based probe fluorescence polarization | inhibition, % at 5.96 µM | hit rate 1.1% among 300,000 | AID 1974;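 active = inhibition above the campaign mean inhibition plus 3 SD, cut at about 35% in these data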;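 also: 0% = GSTO1-1 with DMSO and 100% = wells lacking GSTO1-1 enzyme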
Target sequence (P78417 whole entry, looked up): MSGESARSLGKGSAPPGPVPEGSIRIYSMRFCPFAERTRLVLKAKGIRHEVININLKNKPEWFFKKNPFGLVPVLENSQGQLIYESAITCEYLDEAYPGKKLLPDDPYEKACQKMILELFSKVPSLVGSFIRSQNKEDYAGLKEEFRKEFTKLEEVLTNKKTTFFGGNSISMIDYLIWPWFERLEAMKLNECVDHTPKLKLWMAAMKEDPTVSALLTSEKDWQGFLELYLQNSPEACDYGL
pPAFAH inh: pPAFAH (human) enzyme inhibition | inhibition, % at 3.39 µM | Q13093 | AID 463082 | recombinant pPAFAH, FP-rhodamine probe fluorescence polarization | hit rate 1.5% among 330,000;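 active = inhibition above the mean inhibition across the screen plus 3 SD, cut at about 25% in these data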;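 also: inhibitors block binding of the rhodamine activity-based probe so polarization drops; 0% = enzyme with DMSO and 100% = wells lacking pPAFAH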
LYPLA2 inh: counter-screen for PME1 inhibitors: inhibitors of human LYPLA2; hit rate 0.38% among 320,000; inhibition, % at 5.9 µM; recombinant LYPLA2, FP-Rh probe fluorescence polarization; AID 2177;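 active = inhibition above the screen-wide mean plus 3 SD, limit set per campaign, cut at about 26% in these data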;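 also: 0% = LYPLA2 with DMSO and 100% = wells lacking LYPLA2 enzyme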
PAFAH1B2 FP inh: inhibitors of human PAFAH1B2; P68402; recombinant PAFAH1B2, FP-rhodamine activity probe, fluorescence polarization; inhibition, % at 3.39 µM; hit rate 1.2% among 340,000;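 active = inhibition above the mean of all tested compounds plus 3 SD, cut at about 24% in these data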;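 also: 0% = enzyme with DMSO and 100% = wells lacking PAFAH1B2; many of its hits are not listed in these tables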
Target sequence (P68402 whole entry, looked up): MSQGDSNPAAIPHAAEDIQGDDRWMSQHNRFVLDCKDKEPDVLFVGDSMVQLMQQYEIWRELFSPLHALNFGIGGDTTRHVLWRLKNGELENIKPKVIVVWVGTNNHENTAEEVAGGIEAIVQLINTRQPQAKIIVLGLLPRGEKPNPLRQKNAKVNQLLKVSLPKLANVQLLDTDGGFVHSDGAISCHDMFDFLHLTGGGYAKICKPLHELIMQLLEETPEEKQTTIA
LYPLA1 inh: LYPLA1 (human) inhibition in PME1 counter-screen | O75608 | recombinant LYPLA1, FP-Rh probe fluorescence polarization | inhibition, % at 5.9 µM | hit rate 0.16% among 320,000 | AID 2174;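 active = inhibition above the mean of all tested compounds plus 3 SD, set per campaign, cut at about 14% in these data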;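 also: inhibitors block serine hydrolase probe labeling of LYPLA1 so polarization falls; 0% = enzyme with DMSO and 100% = wells lacking LYPLA1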
PAD4 FP inh: PAD4 (human) enzyme inhibition. recombinant PAD4, RCA probe fluorescence polarization. inhibition, % at 6.36 µM. AID 485272. hit rate 0.41% among 330,000;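 active = percent inhibition above a cutoff equal to the mean of all tested compounds plus 3 SD, cut at about 15% in these data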;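 also: 0% = PAD4 with RCA probe and DMSO and 100% = probe without PAD4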
Numbers without * were called inactive; · = not tested or not shown. An excerpt (hit frequency here may not be typical).

SMILES	PAFAH1B3 inh	PREPL inh	PME-1 inh	GSTO1 counter	pPAFAH inh	LYPLA2 inh	PAFAH1B2 FP inh	LYPLA1 inh	PAD4 FP inh
COc1cccc(CNC(=O)C2CCC(=O)N(CCc3cccc(F)c3)C2)c1 (centres undefined)	9	-4	-1	0	-1	-2	-5	-1	-3
COc1ccc(C(=O)OCCOc2ccccc2C(C)=O)c(O)c1	8	2	0	0	0	6	-2	0	5
COc1c(S(=O)(=O)N2CCCC2)ccc(Cl)c1Cl	10	2	-8	6	-5	-6	1	-2	1
COc1cc(C2=NOC(C(=O)Nc3ccc(C)cc3)C2)cc(OC)c1OC (centres undefined)	1	14	-4	-1	-1	-3	2	-3	4
Cc1ccc2oc(=O)cc(CN3CCCCC3)c2c1	5	7	-2	4	0	-8	6	-2	3
CCC[C@@H](CN1CCC[C@H]1CN1C(N)=NC[C@H]1C(C)C)N1C[C@@H]([C@H](C)CC)N(CCCC2CCCC2)C1=N	10	59*	·	·	-2	·	-7	·	-5
O=C(COC(=O)c1ccc(-n2cnnn2)cc1)Nc1cc(Cl)ccc1F	-4	-6	-18	·	-5	-13	-1	-10	-8
O=C(CSc1nnc2ccccn12)Nc1ccccc1C(=O)NC1CC1	10	0	-4	1	-2	0	4	-3	-3
O=C(O)c1nccnc1C(=O)Nc1ccc(S(=O)(=O)N2CCOCC2)cc1	12	-6	1	2	3	3	6	1	0
COC(=O)c1cnn(-c2nc(OC)cc(OC)n2)c1C	5	2	-5	-2	1	-3	7	-6	0
Cn1cccc1-c1nc2ccc(NC(=O)c3ccccc3)cc2[nH]1	7	-5	-4	-9	7	-2	-1	-5	0
COC(=O)c1c(S(=O)(=O)NCc2ccccc2)sc(C(=O)O)c1C	-2	11	-3	5	0	14	4	5	6
O=C(O)c1ccccc1C(=O)Nc1ccc(Br)c2cccnc12	7	1	-4	8	2	0	-5	2	-11
CC(=O)c1ccc(NS(=O)(=O)c2c(C)cc(C)cc2C)cc1	1	-4	10	2	4	7	4	4	-7
COc1cccc(-c2nn(-c3ccccc3)cc2/C=C(/NC(=O)c2ccccc2)C(=O)O)c1	2	-6	-7	-4	-2	-5	7	-2	0
Cc1nn(Cc2ccc(F)cc2)c(Cl)c1/C=N/NC(=O)c1ccccc1	9	-27	7	-22	5	-8	9	-4	-4
CCC(=O)NCCCc1nc2ccccc2n1Cc1ccccc1F	4	13	-6	1	5	4	4	4	5
COc1ccc(-c2cc(=O)oc3c(C)c(OC(C)C(=O)NCc4ccccn4)ccc23)cc1 (centres undefined)	0	-68	4	0	6	5	7	1	3
CCC(C)NC(=O)NCc1ccccc1F (centres undefined)	6	-3	-5	-5	8	-6	-1	0	-4
O=C(O)CSc1ncnc2sc(-c3ccccc3)cc12	2	-6	-1	11	6	2	-3	1	-2
O=C(CN1CCN(S(=O)(=O)c2ccccc2)CC1)Nc1ccc(Cl)c(Cl)c1	-7	-10	3	5	1	0	2	-5	-1
O=C(O)COc1ccc(Br)cc1/C=N\Nc1ccccn1	10	-11	-7	-4	-7	-4	1	1	-7
Cn1c(=O)oc2cc(S(=O)(=O)N3CCCCC3)ccc21	7	20	4	5	8	5	-1	-2	1
CC12CCC(C(=O)NNc3ccc([N+](=O)[O-])cc3)(CC1=O)C2(C)C (centres undefined)	6	-7	-1	1	5	-1	-6	-1	1
CC(=O)c1ccc(S(=O)(=O)N2CCn3cccc3C2C)cc1 (centres undefined)	1	22	2	·	0	4	2	-1	4
(next part)
SMILES	PAFAH1B3 inh	PREPL inh	PME-1 inh	GSTO1 counter	pPAFAH inh	LYPLA2 inh	PAFAH1B2 FP inh	LYPLA1 inh	PAD4 FP inh
CC(C)CN(C(=O)CCNC(=O)c1ccccc1Cl)C1CCS(=O)(=O)C1 (centres undefined)	-4	0	1	·	0	6	-3	1	-5
CCC(C)NC(=O)C1=C(C)C(=O)OC12CCC(C)CC2 (centres undefined)	1	6	0	-1	2	0	3	-4	5
COC(=O)CSc1snnc1-c1ccc(Cl)cc1Cl	1	14	3	2	0	5	16	1	-4
CC1CCCN(S(=O)(=O)c2csc(C(N)=O)c2)C1 (centres undefined)	6	21	-2	-6	-2	-2	4	-1	-1
N#Cc1cc2ccccc2n2nnnc12	3	-8	1	7	0	1	1	3	0
O=C1c2ccccc2C(=O)c2c1oc(C(F)(F)F)c2C(=O)c1ccccc1	40*	2	4	62*	4	-4	11	-3	2
CCNC(=O)Nc1ccc(S(=O)(=O)Nc2cnc(C)nc2C)cc1	1	11	-4	-1	-1	-6	2	-3	-5
COc1ccc(C(=O)NCC2CCCN2S(=O)(=O)c2cccs2)cc1 (centres undefined)	-4	16	7	0	0	-2	0	-1	-2
Cc1cccc(NC(=S)N/N=C/c2cccn2Cc2ccc(F)cc2)c1	5	4	6	-3	4	1	1	-5	0
CC(=O)[C@@]1(O)CC[C@H]2[C@@H]3CCC4=CC(=O)CC[C@]4(C)[C@H]3CC[C@@]21C	15	7	2	4	-1	6	-3	-1	0
COc1ccc(S(=O)(=O)n2oc(=O)cc2-c2ccccc2)cc1OC	-6	-4	1	40*	3	-1	9	-2	3
CCc1cccc(NC(=S)N(CCCN2CCOCC2)C(C)c2cc3cccc(OC)c3o2)c1 (centres undefined)	-7	1	1	3	5	-2	2	-2	-4
Cn1c(=O)c2c(SCC(=O)NCc3ccco3)nc(-c3ccccc3Cl)nc2n(C)c1=O	-13	-5	-11	-8	8	-10	-6	-2	-12
CCCCN(CC(=O)NC1CC1)S(=O)(=O)c1ccc(OCC)cc1	6	2	3	·	-2	2	-2	1	0
CCN(CC)C(=O)NCc1c(C)cc(C)cc1C	8	5	3	4	3	1	4	1	-5
C[C@H]1CN([C@@H](C)CO)C(=O)c2cccc(NC(=O)Nc3ccc(C(F)(F)F)cc3)c2O[C@@H]1CN(C)Cc1ccc(Cl)c(Cl)c1	-5	-15	·	·	-1	·	-4	·	5
CCOC(=O)c1c(C)[nH]c(C)c1C(=O)COC(=O)c1ccc(S(=O)(=O)N(CC)CC)cc1	2	8	-2	14	3	-1	7	-5	-5
COC(=O)c1cc(=O)n(-c2ccccc2)c(=Nc2ccccc2)s1	4	-13	-1	4	6	-3	11	-3	3
COc1ccc(OC)c(C2=NNC(=NCc3ccc4c(c3)OCO4)SC2)c1	5	1	4	-1	1	-3	2	-4	3
CCOC(=O)c1ccc(NC(=O)C2(c3ccccc3)CCCC2)cc1	-1	0	1	3	-12	-1	14	-4	-1
CC(C)(C)OC(=O)N1CCC(C(=O)NNC(=O)c2ccc(Cl)cc2Cl)CC1	-7	10	-3	-2	3	15	0	8	0
CC1CCCCC1NC(=S)NC(=O)c1ccccc1Br (centres undefined)	6	12	-1	-4	2	3	1	-1	-1
CC(OC(=O)CCc1nc(=O)c2ccccc2n1C)C(=O)NCc1ccc2c(c1)OCO2 (centres undefined)	2	1	-3	3	3	-4	-4	3	-4
COc1ccc(CNC(=O)CC2Sc3ccccc3NC2=O)cc1 (centres undefined)	4	-10	6	15	3	1	3	-1	2
CN(C)S(=O)(=O)c1cc(NC(=O)COC(=O)c2ccc3c(c2)OCO3)ccc1Cl	8	3	4	4	-1	-11	4	-4	4
Additional results follow:
SMILES	PAFAH1B3 inh	PREPL inh	PME-1 inh	GSTO1 counter	pPAFAH inh	LYPLA2 inh	PAFAH1B2 FP inh	LYPLA1 inh	PAD4 FP inh
COc1cccc(C(=O)N2CCN=C2SC)c1	6	-1	8	-6	2	-2	4	0	-4
O=C(COc1ccc2ccc(=O)oc2c1)Nc1cccc(S(=O)(=O)N2CCCCC2)c1	2	-3	-2	·	0	-5	2	-2	-2
CC(=O)c1ccccc1NC(=O)CC1(CC(=O)O)CCCCC1	14	11	9	2	4	7	2	-1	7
O=c1[nH]c(C2CCN(S(=O)(=O)c3ccccc3)CC2)nc2c1nnn2Cc1c(F)cccc1Cl	1	0	15	-2	6	-7	5	-4	0
Cc1nc2ccccc2c2oc(C(=O)N3CC(C)CC(C)C3)cc12 (centres undefined)	6	-23	3	-2	8	11	3	7	-5
CCC(=O)Nc1cccc(NC(=S)NC(=O)c2cccc(C)c2)c1	8	0	-5	-1	2	4	-2	-5	-2
CCc1ccc(Nc2nc3ccccc3c(=O)s2)cc1	6	2	-3	-4	-3	-2	2	-1	0
Cc1ccc2nc(-c3cccc(S(=O)(=O)N4CCCC4)c3)cn2c1	3	-1	-2	-1	4	-6	4	-1	1
O=C(Nc1ccccc1)N1CCN(CCc2ccccc2)CC1	1	-3	-4	3	2	3	0	-1	-4
O=C(NCCc1ccc(Cl)cc1)c1ccc(NC2=NC3CS(=O)(=O)CC3S2)cc1 (centres undefined)	-1	10	0	1	-1	0	18	-2	-1
O=C1NC(=O)/C(=C\c2ccccc2OCc2cccc([N+](=O)[O-])c2)N1	9	0	16	-8	11	5	1	-1	1
CSCCC(NC(=O)c1ccco1)C(=O)OC(C)C(=O)NC(=O)NC1CCCCC1 (centres undefined)	12	2	-4	5	-4	-1	-2	-2	-8
CCN1CCN(c2ccc(S(=O)(=O)N3CCOCC3)cc2NC(=O)/C=C/c2ccc(C)cc2)CC1	7	23	5	1	4	-6	5	-3	-2
Cc1cc(NC(=O)CCCC(=O)OCC(F)(F)C(F)F)cc(C)c1C(=O)O	1	-1	2	2	-1	-1	0	5	-2
CCN(CC)S(=O)(=O)c1ccc(OC)c(NC(=O)CSCc2c(C)noc2C)c1	4	22	·	·	-2	·	0	·	0
Cc1ccc(NC(=O)[C@H](C)NC(=O)C2CCN(C(=O)[C@@H](N)C(C)C)CC2)cc1	15	6	-3	1	2	-2	4	-1	2
Cc1cc(NC(=O)CSc2nc(N)c(NC(=O)c3ccc(F)c(F)c3)c(=O)[nH]2)no1	4	0	7	-3	1	5	-6	3	-2
Nc1cc(S(=O)(=O)N2CCOCC2)ccc1Oc1ccc(F)cc1	3	0	6	-1	2	-8	-1	-5	1
O=C(Cn1ncc2c3ccccc3n(Cc3cccc(Cl)c3)c2c1=O)NCC1CCCO1 (centres undefined)	-4	9	1	8	9	8	0	2	5
CC1CCN(C(=O)COC(=O)c2cccs2)CC1	3	9	·	·	6	·	6	·	-1
CN(C)/C=C1\C(=O)NN=C1c1ccccc1	3	4	0	5	1	-2	4	-22	-14
COC(=O)C(CCSC)NC(=O)CNC(=O)C1CCCCC1 (centres undefined)	0	0	-3	6	-1	10	0	-2	0
CCC(C)NC(=O)CCn1c(-c2ccc(F)cc2)cc(C(C)=O)c1C (centres undefined)	0	5	-2	6	7	-4	3	-1	-3
COc1ccc(-c2cc(=Nc3ccc(C(=O)O)cc3)c3cc(C)ccc3o2)cc1	1	-11	-7	-12	-3	2	0	-1	0
CCOC(=O)N1CCN(C(=O)C2CCN(S(=O)(=O)c3ccc(Cl)cc3)CC2)CC1	9	25	10	-7	5	9	10	-1	4
CN1CCCC(OC(=O)c2cc(Cl)ccc2Cl)C1 (centres undefined)	5	21	4	0	0	4	6	-1	2

Two entries from above, reformatted.
> O=C(NCCc1ccc(Cl)cc1)c1ccc(NC2=NC3CS(=O)(=O)CC3S2)cc1 (centres undefined)
- PAFAH1B3 inh: -1
- PREPL inh: 10
- PME-1 inh: 0
- GSTO1 counter: 1
- pPAFAH inh: -1
- LYPLA2 inh: 0
- PAFAH1B2 FP inh: 18
- LYPLA1 inh: -2
- PAD4 FP inh: -1

> O=C1NC(=O)/C(=C\c2ccccc2OCc2cccc([N+](=O)[O-])c2)N1
- PAFAH1B3 inh: 9
- PREPL inh: 0
- PME-1 inh: 16
- GSTO1 counter: -8
- pPAFAH inh: 11
- LYPLA2 inh: 5
- PAFAH1B2 FP inh: 1
- LYPLA1 inh: -1
- PAD4 FP inh: 1

Screens: PubChem, The Scripps Research Institute Molecular Screening Center
